Rev-erbA mod: modulators of human Rev-erb alpha DNA binding; P20393; Rev-erbα–FITC-DNA binding, fluorescence polarization, 90 min; activity, % at 10 µM; actives 0.79% (n = 370,000);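 active = activity above about 14%, limit read from the data; passing the limit was not always enough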;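 also: 0% = DMSO wells with 35 nM protein and 100% = DMSO wells with 750 nM protein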
HGIII-sPLA2 inh: Blocks human group III sPLA2 activity. Q9NZ20. QFRET BODIPY PC-A2 liposome hydrolysis, fluorescence. inhibition, % at 12.2 µM. actives 0.56% (n = 370,000). AID 743126;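 active = inhibition above mean plus 3 SD of compounds lying within the high and low control bounds, cut at about 19% in these data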;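 also: 0% = median of test compound wells and 100% = no enzyme DMSO wells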
PLCb3 inh: PLC-beta3 (human) inhibition, primary screen; Purified PLC-beta3, fluorogenic substrate, fluorescence; inhibition, % at 12.2 µM; actives 0.18% (n = 370,000); AID 720704; in the data active = inhibition above about 11%;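 also: 0% = median of compound wells on plate and 100% = full blocker control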
Target sequence (Q01970 whole entry, looked up): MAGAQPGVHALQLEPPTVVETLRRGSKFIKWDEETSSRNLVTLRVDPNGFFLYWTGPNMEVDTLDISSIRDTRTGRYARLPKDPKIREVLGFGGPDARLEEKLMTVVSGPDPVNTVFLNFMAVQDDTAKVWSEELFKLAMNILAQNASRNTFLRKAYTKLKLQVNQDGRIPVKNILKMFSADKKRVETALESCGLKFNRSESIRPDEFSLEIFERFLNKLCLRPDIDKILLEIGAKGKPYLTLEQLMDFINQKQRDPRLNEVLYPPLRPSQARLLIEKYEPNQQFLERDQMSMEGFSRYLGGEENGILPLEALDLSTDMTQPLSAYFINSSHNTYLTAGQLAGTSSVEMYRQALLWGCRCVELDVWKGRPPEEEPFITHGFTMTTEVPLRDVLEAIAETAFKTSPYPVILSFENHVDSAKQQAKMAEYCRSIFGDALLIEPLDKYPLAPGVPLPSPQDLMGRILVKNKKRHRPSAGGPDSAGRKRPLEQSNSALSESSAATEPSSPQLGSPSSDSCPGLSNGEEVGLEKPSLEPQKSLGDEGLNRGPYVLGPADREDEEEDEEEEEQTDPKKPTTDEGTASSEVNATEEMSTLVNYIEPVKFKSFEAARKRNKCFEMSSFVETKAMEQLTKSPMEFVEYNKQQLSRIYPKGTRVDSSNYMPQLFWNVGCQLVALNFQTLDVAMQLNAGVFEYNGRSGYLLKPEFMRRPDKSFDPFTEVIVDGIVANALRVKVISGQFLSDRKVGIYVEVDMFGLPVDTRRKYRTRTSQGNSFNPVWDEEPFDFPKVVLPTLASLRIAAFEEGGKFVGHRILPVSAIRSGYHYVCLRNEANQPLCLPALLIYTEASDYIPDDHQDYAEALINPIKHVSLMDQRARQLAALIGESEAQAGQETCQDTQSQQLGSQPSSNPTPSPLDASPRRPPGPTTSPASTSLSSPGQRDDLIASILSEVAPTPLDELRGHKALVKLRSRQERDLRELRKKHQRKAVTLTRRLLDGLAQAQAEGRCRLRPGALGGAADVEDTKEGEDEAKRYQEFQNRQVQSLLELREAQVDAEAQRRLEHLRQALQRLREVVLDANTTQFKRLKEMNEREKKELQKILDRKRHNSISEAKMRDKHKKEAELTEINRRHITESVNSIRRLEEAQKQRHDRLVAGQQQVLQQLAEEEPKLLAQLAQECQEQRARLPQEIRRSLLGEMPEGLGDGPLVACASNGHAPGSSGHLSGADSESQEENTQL
ssDAF12 agonist: S. stercoralis DAF-12 activation, primary screen | HEK293 ssDAF-12/GRIP1 lit1-tk-luc reporter, luminescence; % of 3 µM dafachronic acid response | activation, % at 6.8 µM | actives 1% (n = 370,000);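 active = activation above the mean over all tested compounds plus 3 SD, cut at about 0.9% in these data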;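 also: 0% = DMSO-only wells and 100% = 3 µM delta7-dafachronic acid wells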
hcDAF12 agonist: activators of H. contortus DAF-12 nuclear receptor | HEK293 hcDAF-12 lit1-tk-luc reporter, luminescence; 0% DMSO, 100% Δ7-dafachronic acid | activation, % at 6.8 µM | actives 1.4% (n = 370,000);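 active = activation above the mean of all tested compounds plus 3 SD, cut at about 5.5% in these data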;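 also: 100% = response to 3 µM Δ7-dafachronic acid high control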
PG9 binder: binds the HIV-1 gp120 antibody PG9; TR-FRET gp120-PG9 antibody binding; inhibition, % at 6.7 µM; actives 0.43% (n = 360,000); in the data active = inhibition above about 8.5%
hgDAF12 agonist: hgDAF-12 agonism, primary luciferase screen; HEK293 GAL4-hgDAF12 UAS-luciferase reporter, agonist luminescence; normalized to butyrate control; activation, % at 6.8 µM; actives 1.8% (n = 370,000);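 active = activation above a cutoff set at the mean of all screened compounds plus 3 SD, cut at about 10% in these data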;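 also: 0% = DMSO wells and 100% = sodium butyrate wells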
DAX1 inh-1: inhibitors of human orphan nuclear receptor DAX1 (NR0B1) | actives 0.99% (n = 340,000) | AID 504766 | inhibition, % at 6.75 µM | HEK293 Gal4-DAX1 luciferase reporter, luminescence;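 active = inhibition above the mean over all tested compounds plus 3 SD, cut at about 4.2% in these data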;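 also: 0% = DAX1-transfected cells with DMSO and 100% = empty-vector control cells with DMSO; inhibition shows as a rise in luminescence from relieved DAX1 repression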
SMARCA2 act: activators of SMARCA2 function; MG213 cells, MMTV-luciferase reporter, dexamethasone, overnight; activation, % at 9.1 µM; actives 1% (n = 370,000); in the data active = activation above about 7.8%;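 also: 0% = vehicle wells and 100% = reference activator wells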
DAX1 inh-2: DAX1 (NR0B1) inhibition, primary screen. actives 1.1% (n = 370,000). inhibition, % at 6.8 µM. HEK293T StAR-luciferase reporter, SF-1/DAX-1 repression relief. AID 652010;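 active = inhibition above the mean over all tested compounds plus 3 SD, cut at about 3.6% in these data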;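 also: 0% = DAX-1 cells with DMSO and 100% = cells lacking DAX-1 with DMSO; higher inhibition means more luminescence from relief of DAX-1 repression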
FXN GAA850 act: activators of GAA850 frataxin (FXN) promoter. HEK293 lucGAA850 FXN promoter luciferase reporter, 24 h; percent of 10 µM SAHA response. actives 0.56% (n = 360,000). activation, % at 6 µM;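 active = activation above the average of all compounds screened plus 3 SD, cutoff fixed separately per campaign, cut at about 7.5% in these data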;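 also: 0% = DMSO wells and 100% = 10 µM SAHA wells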
* hit, by the source's call.

SMILES	Rev-erbA mod	HGIII-sPLA2 inh	PLCb3 inh	ssDAF12 agonist	hcDAF12 agonist	PG9 binder	hgDAF12 agonist	DAX1 inh-1	SMARCA2 act	DAX1 inh-2	FXN GAA850 act
COc1ccc(CSc2nc(CSC)cc(N3CCOCC3)n2)cc1	2.4	2.1	-0.7	-0.9	-3.2	-1.3	-2.0	0.5	-2.8	-0.4	3.3
Cc1ccc(-n2c(C)cc(C(=O)OCC(=O)N(CC(C)C)C3CCS(=O)(=O)C3)c2C)cc1 (configuration not stated)	5.5	-10.1	-5.1	-1.4	-1.3	1.5	1.1	1.1	-1.8	-0.8	-0.9
CCOc1ccc(-n2nnc3c(=O)n(C/C=C/c4ccccc4)cnc32)cc1	-9.4	1.4	5.9	-1.2	0.2	-1.0	3.9	-0.7	1.1	-0.5	0.5
CC(C)n1c(Nc2ccccc2)nc2ccccc21	0.7	6.3	-1.2	-1.2	-2.5	0.0	-1.0	-0.3	-2.3	-0.6	-1.7
Cc1cccc(C(=O)N2CCC(c3nc(-c4ccc(S(=O)(=O)N5CCOCC5)cc4)no3)CC2)c1	-3.4	1.4	6.3	-0.7	0.4	-1.3	0.1	1.2	2.2	0.1	-0.3
CCOC(=O)c1nnn(-c2nonc2N)c1-c1ccccc1Cl	-1.2	-2.1	6.5	-1.4	-0.6	-1.6	-1.9	1.4	2.3	-0.2	-0.5
CSc1nc(N(CCO)CCO)c2sc3nc(-c4ccco4)c4c(c3c2n1)CCC4	-32.5	8.3	-254.6	-1.1	-0.6	1.5	0.8	0.3	1.7	-0.3	2.0
COC(=O)COc1ccc(S(=O)(=O)N2CCN(c3ccccc3F)CC2)cc1	-4.1	-10.2	-0.4	-1.0	-1.7	-1.1	-0.1	-0.4	-4.0	-0.3	-1.8
COC(=O)c1ccc(CN2CCN(CCc3ccccc3)C(CCO)C2)cc1 (configuration not stated)	4.3	-1.2	-5.8	-1.1	-1.2	1.1	-0.7	0.6	-0.7	0.2	1.4
CCOc1ccc(Cn2c(SCCCCC#N)nc3c2c(=O)n(C)c(=O)n3C)cc1OCC	-1.5	2.9	1.8	-1.1	-1.7	-0.8	0.2	-0.7	-3.8	-0.4	1.4
CCOC(=O)c1cnc(-n2nc(C)cc2C)nc1-n1nc(C)cc1C	0.1	-4.1	1.8	-2.0	0.0	0.6	-0.5	-0.6	-0.2	-0.1	4.0
CN1CC2([N+](=O)[O-])CC=C(Oc3ccccc3)C([N+](=O)[O-])(C1)C2 (configuration not stated)	3.7	0.5	1.2	-1.6	-0.7	0.5	-0.8	1.0	0.7	-0.1	0.7
Cc1cc(Cl)ccc1NC(=O)C(=O)N/N=C/c1ccc2c(c1)OCO2	-1.0	0.6	-4.6	-0.7	-0.7	-0.3	-2.8	-1.1	-2.8	0.0	1.4
CCOCCCn1c(SCC(=O)Nc2cccc(OC)c2)nc2ccccc2c1=O	0.1	0.2	-8.7	-1.4	-4.6	0.5	-2.0	-1.3	-2.2	-0.7	0.0
Cc1ccc(OCC(=O)NN2C(=O)c3ccccc3C2=O)cc1	-3.3	-5.1	-3.9	-1.7	-0.3	-1.3	-0.2	0.4	5.2	0.7	0.3

Structures listed so far that contain four or more nitrogen atoms (six):
SMILES	Rev-erbA mod	HGIII-sPLA2 inh	PLCb3 inh	ssDAF12 agonist	hcDAF12 agonist	PG9 binder	hgDAF12 agonist	DAX1 inh-1	SMARCA2 act	DAX1 inh-2	FXN GAA850 act
CCOc1ccc(-n2nnc3c(=O)n(C/C=C/c4ccccc4)cnc32)cc1	-9.4	1.4	5.9	-1.2	0.2	-1.0	3.9	-0.7	1.1	-0.5	0.5
Cc1cccc(C(=O)N2CCC(c3nc(-c4ccc(S(=O)(=O)N5CCOCC5)cc4)no3)CC2)c1	-3.4	1.4	6.3	-0.7	0.4	-1.3	0.1	1.2	2.2	0.1	-0.3
CCOC(=O)c1nnn(-c2nonc2N)c1-c1ccccc1Cl	-1.2	-2.1	6.5	-1.4	-0.6	-1.6	-1.9	1.4	2.3	-0.2	-0.5
CSc1nc(N(CCO)CCO)c2sc3nc(-c4ccco4)c4c(c3c2n1)CCC4	-32.5	8.3	-254.6	-1.1	-0.6	1.5	0.8	0.3	1.7	-0.3	2.0
CCOc1ccc(Cn2c(SCCCCC#N)nc3c2c(=O)n(C)c(=O)n3C)cc1OCC	-1.5	2.9	1.8	-1.1	-1.7	-0.8	0.2	-0.7	-3.8	-0.4	1.4
CCOC(=O)c1cnc(-n2nc(C)cc2C)nc1-n1nc(C)cc1C	0.1	-4.1	1.8	-2.0	0.0	0.6	-0.5	-0.6	-0.2	-0.1	4.0

Continuation:
SMILES	Rev-erbA mod	HGIII-sPLA2 inh	PLCb3 inh	ssDAF12 agonist	hcDAF12 agonist	PG9 binder	hgDAF12 agonist	DAX1 inh-1	SMARCA2 act	DAX1 inh-2	FXN GAA850 act
COc1ccc2[nH]c(=O)c(CN(Cc3ccccc3OC)Cc3nnnn3CC3CCCO3)cc2c1 (configuration not stated)	-3.2	-0.4	-415.9	-0.9	1.4	-0.1	3.6	1.9	1.3	0.3	4.0
O=C(CSc1nnc(CNC(=O)c2ccc(F)cc2)o1)Nc1ccc2c(c1)OCO2	9.3	1.1	-1.7	-0.4	1.2	-1.9	-0.2	1.3	2.4	-1.1	-1.5
N#CCCN(C(=O)COC(=O)C1CCN(c2ccc(C(F)(F)F)cn2)CC1)c1ccc(F)cc1	-0.3	-11.9	-6.6	-1.0	0.0	0.5	1.2	0.1	-1.7	0.4	-0.2
COc1ccc(C(CC(=O)O)NC(=O)COc2ccccc2OC)cc1OC (configuration not stated)	-4.6	6.3	1.2	-1.5	-0.2	0.1	-1.2	0.5	-1.2	0.4	1.8
O=C1C=C(c2ccccc2)OC(=O)C1C(=O)c1ccccc1 (configuration not stated)	2.3	-0.8	-1.5	-1.6	1.5	-1.8	0.4	0.1	4.5	0.4	1.8
COc1ccc(-c2nc(CS(=O)CC(=O)NC3CCCC3)c(C)o2)cc1OC (configuration not stated)	-1.2	7.6	-2.1	-1.3	-0.8	-2.5	0.3	0.5	0.4	-1.1	0.9
CN(C)c1ccc(/C=N/NC(=O)C(O)c2ccc(Br)cc2)cc1 (configuration not stated)	4.6	0.6	-23.2	-0.9	-0.9	-3.5	0.7	1.4	3.9	-0.1	1.6
COc1ccc2ccccc2c1/C=N/NC(=O)c1ccc(C)nc1	-2.3	-4.9	-16.4	-1.6	-1.1	-5.5	-1.4	0.2	-1.7	-0.1	1.0
CC(=O)Nc1ccc(SCc2ncc(-c3ccccc3)o2)cc1	-1.1	-12.5	-6.5	0.0	-0.3	-2.5	8.6	1.2	3.7	1.2	2.8
Cc1ccnc2nc(NC(=O)c3ccco3)nn12	-9.7	-1.2	-4.8	-1.4	1.3	-0.3	5.7	-0.1	0.5	3.2	2.2
CC(C)n1ncc2c(C(=O)NCc3cccnc3)cc(C3CC3)nc21	-1.4	3.2	-172.7	-1.1	-0.6	-0.4	-3.1	0.4	1.2	-1.9	1.0
CCc1cc2c(SCc3ccc(C(=O)OC)o3)ncnc2s1	3.0	-6.2	-2.7	-1.0	-0.4	-1.3	-1.3	2.0	-2.8	0.1	3.1
O=c1cc(NS(=O)(=O)c2ccccc2)nc(SCc2c(Cl)cccc2Cl)[nH]1	6.5	-11.2	2.7	-0.8	0.0	-0.9	2.3	-0.4	-3.4	0.3	1.7
COCCn1c(SCC(=O)c2ccc(CNC(C)=O)o2)nc2ccccc2c1=O	1.2	-11.9	-1.9	-1.5	-0.7	-0.8	2.4	3.9	-1.5	-0.3	0.5
C[C@H](NC(=O)[C@@H]1Cc2ccccc2CN1)C(=O)NCC1CCCO1 (some centres not stated)	-6.1	0.2	-11.8	-1.2	0.5	-0.2	1.7	1.4	-1.8	0.1	0.5
O=C(c1ccc(-c2cccc(Cl)c2Cl)o1)N1CCOCC1	-1.4	2.2	-11.2	0.0	3.7	1.5	17.1*	2.0	-0.7	4.0*	8.8*
Cc1ccc2c(c1)NC(=O)[C@@]1(C)[C@@H](c3ccccc3)[C@H]3COc4ccc(Cl)cc4[C@@H]3N1C2=O	-1.9	-1.8	-3.7	-0.9	0.7	3.4	0.9	1.3	1.9	0.6	-11.2
CCOc1cccc(C2/C(=C(/O)c3ccc4c(c3)CC(C)O4)C(=O)C(=O)N2CCCn2ccnc2)c1 (configuration not stated)	7.9	-10.1	-4.2	-0.8	1.4	1.9	1.9	0.2	5.2	0.0	0.2
CC(=O)C(Cc1ccc(Cl)nc1)(Cc1ccc(Cl)nc1)C(C)=O	-1.5	1.3	-4.1	-1.3	-1.5	-1.5	1.6	0.8	-2.3	-0.5	-0.9
O=C(COc1ccc(-c2ccccc2)cc1)N1CCN(C(=O)c2cccs2)CC1	-0.8	-15.1	-0.4	-1.8	-2.7	-0.5	-1.1	-0.9	-2.6	-0.5	-1.1
CCOc1ccccc1NC(=O)C12CC3CC(C1)CC(c1ccc(C)cc1)(C3)C2	3.3	-4.9	-3.0	-1.1	-1.4	-1.5	1.0	-0.5	-1.9	-0.3	4.7
Cc1ccc(N2CC(C(=O)Nc3ccc(S(=O)(=O)N4CCCC4)cc3)CC2=O)cc1 (configuration not stated)	-4.7	-26.6	1.8	-1.4	-2.4	-0.7	-1.1	-0.2	1.9	-0.5	0.2
COc1cc2c(C(=O)NCc3ccc4c(c3)OCO4)cn(CC(C)C)c(=O)c2cc1OC	6.8	1.2	-2.7	-1.0	-1.2	-2.1	-0.9	1.4	-1.1	-0.6	2.5
Cc1ccc(NC(=O)NC2CC(=O)N(c3ccc4c(c3)OCCO4)C2)cc1 (configuration not stated)	-1.8	-10.3	-4.8	0.0	-1.0	-0.7	1.7	1.6	0.0	-1.4	-1.7
CCOC(=O)N1CCN(Cc2nc(N)nc(Nc3ccc(Oc4ccccc4)cc3)n2)CC1	-1.1	-0.8	2.2	-1.9	-1.7	-0.8	-3.5	-0.5	0.4	-2.0	1.4
CCOc1cccc(-c2c(C(=O)N/N=C/c3sccc3C)nnn2-c2nonc2N)c1	8.7	-34.4	-14.8	-1.6	-1.4	0.2	-4.2	-0.7	-3.1	-2.4	-1.5
O=C(Nc1ccc(Cl)cn1)C1CC1	-5.1	-6.8	-1.1	-2.3	-0.3	-1.4	0.0	1.0	-1.3	0.3	1.8
Oc1ccccc1/C=N/Nc1cc(N2CCCC2)nc(N2CCCC2)n1	5.5	15.2	-53.9	0.0	2.3	-0.8	1.6	-0.5	-2.1	0.1	0.2
Cc1ccc(CC(=O)OCC(=O)c2ccc[nH]2)cc1C	-5.5	-1.8	-7.3	-0.8	-1.5	-0.6	2.9	-0.7	-3.5	-1.6	1.6
Cc1cccc(N2C(=O)N3[C@H]4c5ccccc5OC[C@@H]4[C@@H](c4ccccc4)[C@@]3(C)C2=O)c1	-1.0	1.9	2.2	-1.4	-0.5	-2.1	1.3	-1.0	0.5	-0.3	-3.8
